High-throughput results as filed in PubChem BioAssay.
Salmonella PhoP GFP = PhoP regulon inhibitors, Salmonella typhi PhoP promoter GFP reporter, confirmatory (AID 1850). one-dose inhibition, % at 50 µM; IC50 in µM for titrated hits. Salmonella Typhi PhoP-promoter GFP reporter, fluorescence, 4 h; higher % means a stronger effect. 0.33% of 310,000 active; in the data active means a potency from the dose series; inconclusive means inhibition mostly from about 25% at the one dose, without a potency; inactive means the rest, 99 in 100 with inhibition below about 19%;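 further: 0% = induced wells with vehicle and 100% = uninduced wells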
H1N1 NS1A inhibition = H1N1 influenza NS1A inhibitors, functional cell based assay (AID 504329); NS1A functional cell-based assay, percent inhibition; higher % means a stronger effect; inhibition, % at 12.5 µM, or IC50 in µM where a hit was titrated; 0.3% of 340,000 active; in the data active means a potency from the dose series; inconclusive means inhibition above about 27% without an active follow-up result; further: strong numbers were not always called active
inhibitors of VEEV = inhibitors of VEEV TC-83 cytopathic effect, confirmation, Vero cells (AID 588727); Vero cells, VEEV TC-83 cytopathic effect inhibition; higher % means a stronger effect; inhibition, % at 20 µM; hits with a dose series show IC50 in µM; 0.13% of 350,000 active; in the data active means a potency from the dose series; inconclusive means inhibition mostly from about 14% at the one dose, without a potency; inactive means the rest, 99 in 100 with inhibition below about 12%; further: strong numbers were not always called active
M. tuberculosis HTS = M. tuberculosis growth inhibition, HTS (AID 449762) | M. tuberculosis H37Rv growth inhibition, 7H9 media; higher % means a stronger effect | inhibition, % at 25 µM; hits with a dose series show IC50 in µM | 0.59% of 330,000 active; in the data active means a potency from the dose series; inconclusive means inhibition above about 70% without an active follow-up result;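 further: bacterial growth assessed after seven days of incubation; strong numbers were not always called active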
tuberculosis growth = growth inhibition of non-replicating M. tuberculosis (AID 488890); Mycobacterium tuberculosis non-replicating, growth inhibition; higher % means a stronger effect; inhibition, % at 25 µM, or IC50 in µM where a hit was titrated; 0.39% of 320,000 active; in the data active means a potency from the dose series; inconclusive means inhibition mostly from about 82% at the one dose, without a potency; inactive means the rest, 99 in 100 with inhibition below about 76%;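 further: plate controls were DMSO cells for no effect and high antibiotic wells for full effect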
inhibitors of VEEV 10K pilot screen = second read-out of inhibitors of VEEV, no call of its own (marks repeat the call); inhibition, %; measured here: 10K pilot screen inhibition
Active calls of the source: *; i = inactive; ? = inconclusive; / = not tested or not shown.

Start of the data: the first six records, ahead of the listing:
SMILES	Salmonella PhoP GFP	H1N1 NS1A inhibition	inhibitors of VEEV	M. tuberculosis HTS	tuberculosis growth	others
COc1ccc(NC(=S)NC(NC(C)=O)C(Cl)(Cl)Cl)c([N+](=O)[O-])c1 (stereo not drawn)	-12%	-6%	0.9%	-1%	20%
O=C(COc1ccccc1)Nc1nnc(S(=O)(=O)N2CCCC2)s1	2%	-1%	1.4%	-2%	2%
O=C(NC1CC2CCCC(C1)N2C(=O)NCc1ccccc1)C1CC1 (stereo not drawn)	-5%	-3%	0.4%	-6%	-12%
CCOCCCNC(=O)Cn1cnc2c(cnn2-c2ccc(C)c(C)c2)c1=O	5%	0%	i	-13%	-4%
COc1cc(CC2C(=O)N(C)C(=O)N(C)C2=O)ccc1OCc1ccccc1	-4%	0%	1.6%	-16%	5%
Cc1ccc(S(=O)(=O)N2CCN(CCO)CC2)cc1-c1nnc2c3ccccc3c(C)nn12	-6%	1%	1.4%	3%	-4%

The whole of this part, from the first entry:
SMILES	Salmonella PhoP GFP	H1N1 NS1A inhibition	inhibitors of VEEV	M. tuberculosis HTS	tuberculosis growth	others
COc1ccc(NC(=S)NC(NC(C)=O)C(Cl)(Cl)Cl)c([N+](=O)[O-])c1 (stereo not drawn)	-12%	-6%	0.9%	-1%	20%
O=C(COc1ccccc1)Nc1nnc(S(=O)(=O)N2CCCC2)s1	2%	-1%	1.4%	-2%	2%
O=C(NC1CC2CCCC(C1)N2C(=O)NCc1ccccc1)C1CC1 (stereo not drawn)	-5%	-3%	0.4%	-6%	-12%
CCOCCCNC(=O)Cn1cnc2c(cnn2-c2ccc(C)c(C)c2)c1=O	5%	0%	i	-13%	-4%
COc1cc(CC2C(=O)N(C)C(=O)N(C)C2=O)ccc1OCc1ccccc1	-4%	0%	1.6%	-16%	5%
Cc1ccc(S(=O)(=O)N2CCN(CCO)CC2)cc1-c1nnc2c3ccccc3c(C)nn12	-6%	1%	1.4%	3%	-4%
CCCc1nc2ccccc2c(=O)n1NC(=O)c1c(O)c2ccccc2n(C)c1=O	3%	-1%	2.3%	0%	13%
NP(=O)(Nc1ccccc1)Nc1ccccc1	/	1%	0.4%	/	/
CCCn1c(=O)c2c(nc3n2CCS3)n(C)c1=O	13%	-6%	0.7%	4%	2%
CC1CCN(S(=O)(=O)c2ccc3c(c2)c(=O)c(C(=O)NCc2ccccc2Cl)cn3C)CC1	5%	/	/	-1%	-5%
NCC(c1ccccc1)(c1ccccc1)c1ccccc1	17%	0%	0.6%	-2%	37%
COc1cc(C2CC(=O)c3cnc(NC(=O)c4ccco4)nc3C2)cc(OC)c1OC (stereo not drawn)	-1%	2%	2.9%	0%	10%
CC(=O)c1cnc(Nc2cccc(Cl)c2Cl)s1	10%	7%	2.2%	1%	53%
Cc1cccc(NC(=O)CCC(=O)N/N=C/c2ccco2)c1C	-12%	1%	0.5%	-12%	17%
Cc1[nH]c2ccc(-c3n[nH]c(=S)n3C)cc2c1C	-4%	12%	0.9%	9%	-15%
COc1ccc(C(O)P(=O)(OC(C)C)OC(C)C)cc1 (stereo not drawn)	8%	-9%	1.5%	-1%	-14%
CCN1CCN(CC(O)COC(c2ccccc2)c2ccccc2)CC1 (stereo not drawn)	-11%	-9%	i	-7%	-7%
CC(=O)NC(c1ccc(Cl)cc1Cl)c1ccc2cccnc2c1O (stereo not drawn)	96µM*	17%	12%	8%	-5%
CC(C)(C)n1nnnc1CN(Cc1ccc(F)cc1)Cc1ccco1	-4%	-4%	3.5%	4%	9%
Cc1n[nH]c(=S)n1/N=C/c1ccccc1	1%	-1%	i	0%	3%
CN(C)CCn1cnc2ccccc21	-2%	-15%	1.0%	-1%	-1%
O=C(c1ccccc1)N1CCc2[nH]nc(-c3ccccc3)c2C1	-14%	-2%	3.3%	8%	-1%
CCC(CC)C(=O)Nc1cc(=O)n(C)c(=O)n1C	-3%	5%	1.9%	1%	-9%
O=C(O)CSc1nnc(Nc2ccccc2)n1-c1ccccc1	6%	10%	0.6%	-11%	-6%
Nc1nnc(SCc2ccccc2Cl)s1	-11%	-6%	0.2%	-5%	-16%
CCCCOC(=O)C(C)c1c(C)[nH]c(=S)[nH]c1=O (stereo not drawn)	-5%	-1%	8.9%	-3%	-4%
COC(=O)/C(C#N)=C/c1c(-c2ccccc2)nc2n1CCS2	-2%	7%	i	-12%	0%
COc1ccc(NS(=O)(=O)c2ccc(C)c(C(=O)NNC(=O)c3ccccc3O)c2)cc1	-2%	-8%	1.8%	5%	-17%
COc1ccc(CCCc2nnc(SCc3nc4ccccc4c(=O)[nH]3)n2C)cc1	9%	5%	1.6%	-5%	1%
COc1ccc(NC(=O)NCCN2CCc3ccccc3C2)cc1	-5%	0%	i	-7%	6%
CCC(C)(C)NC(=O)C(c1ccco1)N(C(=O)Cn1nnc2ccccc21)c1ccc2c(c1)OCO2 (stereo not drawn)	5%	-25%	i	3%	2%
O=C(NNC(=O)c1ccc([N+](=O)[O-])cc1)c1ccc(F)cc1	9%	4%	8.7%	-1%	-1%
COc1ccc(CCN(C)c2ccc(C(N)=O)cc2[N+](=O)[O-])cc1OC	-3%	6%	2.3%	-5%	10%
Cc1ccccc1-n1c(-c2ccoc2C)n[nH]c1=S	-8%	-4%	1.4%	1%	-22%
Cn1cc([N+](=O)[O-])c(C(=O)Nc2cc(Oc3ccccc3)cc([N+](=O)[O-])c2)n1	0%	-9%	?	-7%	-12%
Fc1ccc(-c2nn(-c3ccccc3)cc2CNCc2ccccc2)cc1	5%	/	4.9%	?	8.7µM*

The last 3 records of the section before come first, to join the parts.
SMILES	Salmonella PhoP GFP	H1N1 NS1A inhibition	inhibitors of VEEV	M. tuberculosis HTS	tuberculosis growth	others
Cc1ccccc1-n1c(-c2ccoc2C)n[nH]c1=S	-8%	-4%	1.4%	1%	-22%
Cn1cc([N+](=O)[O-])c(C(=O)Nc2cc(Oc3ccccc3)cc([N+](=O)[O-])c2)n1	0%	-9%	?	-7%	-12%
Fc1ccc(-c2nn(-c3ccccc3)cc2CNCc2ccccc2)cc1	5%	/	4.9%	?	8.7µM*
CC(=O)Nc1cc(C(F)(F)F)ccc1Oc1cccc(Br)c1	3%	5%	4.0%	2%	11%
O=C(NNC(=O)c1ccccc1Cl)c1ccc2c(c1)OCCO2	/	-12%	4.0%	3%	3%
Cc1c(NC(=O)c2ccc(C(=O)Nc3c(C)n(C)n(-c4ccccc4)c3=O)cc2)c(=O)n(-c2ccccc2)n1C	6%	12%	i	1%	7%
O=C(Cc1ccccc1)N/N=C/c1ccc(OCC(=O)Nc2ccccc2)cc1	6%	0%	1.5%	50%	53%
CNC(=S)Nc1ccc([N+](=O)[O-])cc1	12%	9%	i	4%	54%
O=C(Nn1c(C2CCC2)nc2ccccc2c1=O)c1cccs1	-1%	0%	0.3%	-1%	21%
c1ccc(-c2nnc(SCCC3OCCCO3)o2)cc1	1%	-10%	7.3%	5%	?
CC(=O)Nc1ccc(N/C(=N\S(=O)(=O)c2ccccc2)c2ccccc2)cc1	2%	-5%	6.8%	-21%	-4%
COc1ccc(CC(=O)Nc2ccc(OC)nc2)cc1	8%	3%	1.4%	-5%	-6%
Cc1ccccc1OCc1nc(C#N)c(N2CCCC2)o1	5%	-2%	i	1%	13%
COc1cccc(C(=O)NCCS(=O)(=O)N2CCOCC2)c1	3%	-12%	0.9%	-11%	1%
O=C(COC(=O)c1cccc(Br)c1)NCC1CCCO1 (stereo not drawn)	/	-2%	1.7%	-2%	55%
O=C(NCc1ccco1)c1ccc(COCC(F)(F)C(F)F)cc1	-2%	1%	i	-13%	59%
O=C(O)c1ccc(C(=O)Nc2cccc3ccccc23)c(C(=O)O)c1	-6%	19%	0.3%	1%	21%
O=C(Oc1cccc2cccnc12)c1ccc(N2C(=O)C3C4CCC(C4)C3C2=O)cc1 (stereo not drawn)	2%	1%	0.5%	?	?
CCc1nnc(NC(=O)CSc2ccc(-c3ccccc3OC)nn2)s1	-2%	8%	0.9%	4%	77%
Cc1nnc2sc(-c3ccco3)nn12	-2%	-9%	1.8%	2%	5%
CCN(CC)C(c1ccc(F)cc1)c1nnnn1CC1CCCO1 (stereo not drawn)	-3%	-10%	0.7%	-2%	-3%
Cc1ccc(N(Cc2ccccc2)C(=O)c2ccc(C)c(S(=O)(=O)N3CCOCC3)c2)cc1	/	5%	4.3%	10%	20%
O=C(C[n+]1cc(Br)cc(Br)c1)c1ccccc1	23%	-8%	i	3%	-5%
COc1cc(Cl)c(C)cc1NC(=O)COC(=O)c1cnc(C)cn1	-3%	13%	7.0%	-8%	1%
Cc1cc(-c2ccccc2)nc2cc(C(N)=O)nn12	-5%	0%	1.6%	1%	7%
COc1cccc(/C=N/NC(=O)c2nnn(-c3nonc3N)c2CN(C)c2ccccc2)c1	-6%	8%	5.9%	7%	1%
O=C(NC1CCCCC1)c1cc(N2C(=O)CCC2=O)ccc1Cl	8%	-1%	0.5%	4%	-10%
CCOc1ccccc1CNC(=O)C1CCCN(c2nn3c(=O)cc(C)nc3s2)C1 (stereo not drawn)	6%	6%	1.2%	1%	-17%
CN(C)CC(=O)N1c2ccccc2CCc2ccc(NC(=O)c3ccc(N)cc3)cc21	4%	3%	0.8%	8%	-9%
CC1(C)Cc2nc(-c3ccccc3)n3cnnc3c2CO1	-5%	-3%	0.6%	0%	-9%
Cc1cc(C)nc(NNS(=O)(=O)c2c(F)cc(F)cc2Br)n1	/	3%	i	-5%	?
C#CC(CCN1CCCCC1)(OC)c1ccccc1 (stereo not drawn)	3%	-1%	0.7%	3%	-10%
COc1ccc(NC(=S)Nc2ncccc2C)c(OC)c1	-4%	18%	i	0%	38%
Cc1noc(C)c1S(=O)(=O)N(C)CC(=O)Nc1ccc(F)cc1	-1%	-4%	0.1%	-1%	-7%
O=c1nc(-c2ccccc2Cl)c2cc(F)ccc2[nH]1	-5%	-1%	0.0%	1%	35%
Cc1ccc(NC(=O)Cc2nc(CSc3nnc(-c4ccc5c(c4)OCO5)o3)cs2)cc1	-5%	6%	1.9%	6%	61%
CCN(CC)CCCNC(=O)COc1ccc2oc3c(c2c1)CCCC3	-1%	-11%	i	-3%	-30%
C/C(=N\Nc1nc2ccccc2[nH]1)c1cccs1	-6%	1%	2.3%	57%	44%
O=C(Nc1nonc1-c1ccc(Cl)cc1)c1ccco1	-26%	0%	i	-2%	7%
Cc1noc(C)c1N=Nc1ccc(Br)cc1C(=O)O	-1%	-1%	1.2%	1%	4%
O=C(CN1C(=O)NC2(CCCCC2)C1=O)NCCc1c[nH]c2ccccc12	-9%	-6%	0.3%	0%	35%
CC(C)C[C@@H](C(=O)NC1CC1)N1C(=O)N2CCc3c([nH]c4ccccc34)[C@@]2(C)C1=O	-3%	8%	0.7%	-1%	20%
O=C(N/N=C/c1ccc2c(c1)OCO2)c1ccc2c(c1)OCO2	-7%	-1%	1.6%	-8%	23%
Cc1occc1C(=O)NCCc1ccc(Cl)cc1	2%	7%	i	-2%	10%
O=C(O)C1=C[C@@H](c2ccccc2)C[C@@H](OCCCCO)O1	-11%	10%	0.5%	10%	14%
COc1cc(COc2ccc(-c3nnco3)cc2)ccc1OC(F)F	7%	7%	0.4%	4%	-1%
Cc1ccc(NC(=O)COC(=O)CCC(=O)c2ccc(C(C)(C)C)cc2)c([N+](=O)[O-])c1	-3%	10%	5.7%	65%	?
CCc1ccc2c(c1)C(c1cccs1)=NNC(c1cccnc1)=N2	5%	1%	0.8%	-12%	23%
Brc1ccc(-[n+]2c(-c3ccccc3)cc(-c3ccccc3)cc2-c2ccccc2)cc1	3%	11%	2.6%	?	?	inhibitors of VEEV 10K pilot screen=1.9
C=CCC12C=C(OC)C(=O)OC(OC)(C1O)[C@H](c1ccc3c(c1)OCO3)[C@H]2C (stereo partly drawn)	4%	1%	1.9%	-7%	14%
CN(C)S(=O)(=O)c1cccc(NC(=O)Cc2ccc(-c3ccccc3)cc2)c1	-8%	3%	6.0%	1%	9%
O=C(NCCc1cccs1)C1CC(c2ccc([N+](=O)[O-])cc2)=NO1 (stereo not drawn)	-7%	6%	0.1%	6%	17%
COCCCN1CCN(C2Cc3ccccc3Sc3ccc(Cl)cc32)CC1 (stereo not drawn)	2%	9%	i	?	78%
CCCn1c(SCC(=O)Nc2cccc(S(=O)(=O)N(C)C)c2)nc2ccccc2c1=O	6%	-6%	3.4%	1%	25%
COc1ccc(OC)c(NC(=O)CCN2CCN(C)CC2)c1	-4%	-10%	0.7%	4%	-6%
O=C(Nc1c(-c2ccc(F)cc2)nc2ccccn12)c1ccc(F)cc1	-6%	-7%	1.5%	14%	4%
